Source: PubChem BioAssay
SR-BI uptake up – enhances SR-BI lipid uptake from DiI-HDL. CHO ldlA[mSR-BI] cells, DiI-HDL uptake fluorescence, 3 h; 100 = double the neutral-control signal. activation, % at 12.5 µM. 320,000 tested, 0.096% active;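 active = mean replicate activation of at least 60% and every replicate at or above 60%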;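 also: 0% = median plate neutral-control signal and 100% = twice that signal; values of inactives mirror those of a sister screen read the other way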
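system = CHO ldlA[mSR-BI] cells, LDL receptor-null, SR-BI overexpressing | medium = Ham's F12 with 0.5% BSA, HEPES 25 mM, pH 7.4 | probe or stimulus = DiI-HDL 10 µg/mL | compound dosing = single-point compound dose | incubation = compound exposure 3 h, 37 °C | technique = DiI fluorescence, bottom read | read-out = cell-associated DiI fluorescence as measure of HDL uptake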
Mot1-301 SUMO – inhibitors of SUMOylation pathway: yeast Mot1-301 growth rescue. S. cerevisiae Mot1-301 growth rescue, ATP luminescence, 38.5C; percent above DMSO median, 100 means doubled. growth rescue, % at 18.8 µM. AID 2716. 320,000 tested, 1% active;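 active = every valid replicate shows activation above 250% relative to neutral control wells; inactive = the rest, any valid replicate at or below 250%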;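 also: OY570 slx delta 5 strain wells were the positive control but not used for scaling; some compounds called inactive have numbers as strong as hits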
SR-BI DiI inh – blocks mouse SR-BI lipid uptake from DiI-HDL. 320,000 tested, 0.96% active. AID 488896. inhibition, % at 12.5 µM. Q61009. ldlA[mSR-BI] CHO cells, DiI-HDL uptake fluorescence, 3 h;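 active = mean replicate inhibition of at least 70% and a set share of replicates each scoring 70 or more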;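 also: 0% = median of neutral control wells and 100% = median of positive control wells; values of inactives mirror those of a sister screen read the other way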
NSD2 HMT inh – inhibitors of human histone methyltransferase NSD2; NSD2 peptide methylation, AlphaScreen, 120 min; inhibition, % at 12.5 µM; 310,000 tested, 0.54% active; AID 743445; in the data active = inhibition above about 50%
PKA-R1A activ – activates the PKA-R1A holoenzyme complex; P00514+P68181; PKA-R1A dissociation, Cy5-IP20 fluorescence polarization; scaled: DMSO 0%, 113 µM cGMP 100%; activation, % at 11.4 µM; 340,000 tested, 0.083% active; AID 504707;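 active = percent activation above the mean of all tested compounds plus 3 SD, cut at about 19% in these data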;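 also: higher means more PKAc released from R1A so a rise in polarization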
PKA-R2B act – activators of human PKA-R2B complex; PKA-R2B holoenzyme dissociation, Cy5-IP20 fluorescence polarization; R2B truncated from residue 108, S112A mutant; 0% DMSO only, 100% 113 µM cGMP; activation, % at 11.4 µM; P22694+P31323; 340,000 tested, 0.079% active;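 active = activation above a cutoff set at the mean over all compounds plus 3 SD, cut at about 18% in these data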;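 also: higher means more holoenzyme dissociation and a rise in polarization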
dFosB activator – mouse delta FosB homodimer activation | P13346 | purified delta FosB, TAMRA-CDK5 oligo fluorescence polarization; percent of positive-control signal above neutral wells | activation, % at 25 µM | 340,000 tested, 0.99% active | AID 493131;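 active = mean activation above about 17%, with every replicate also reaching it, limit read from the data, passing the limit was not always enough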;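 also: fluorescence polarization rise as delta FosB binds a TAMRA Cdk5 AP-1 oligo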
Target sequence (P13346 whole entry, looked up): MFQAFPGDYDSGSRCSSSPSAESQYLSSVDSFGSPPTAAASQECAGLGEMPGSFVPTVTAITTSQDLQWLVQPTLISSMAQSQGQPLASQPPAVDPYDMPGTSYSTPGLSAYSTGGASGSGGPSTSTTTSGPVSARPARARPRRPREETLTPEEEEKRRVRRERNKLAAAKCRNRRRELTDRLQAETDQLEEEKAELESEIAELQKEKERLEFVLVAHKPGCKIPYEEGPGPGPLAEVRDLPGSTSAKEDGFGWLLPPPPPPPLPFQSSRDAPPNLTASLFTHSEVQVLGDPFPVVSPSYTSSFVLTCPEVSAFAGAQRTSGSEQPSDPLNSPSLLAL
CDK5 p35 inh – inhibitors of human CDK5/p35 kinase. Q00535+Q15078. Recombinant CDK5/p35, ADP-Glo luminescence, 60 min. inhibition, % at 10 µM. 330,000 tested, 0.01% active;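 active = highest replicate inhibition of at least 50% and at least 75% of replicates reaching 50%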;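 also: plate controls were DMSO neutral control for no effect and GW8510 at 10 µM for full effect; many of its hits are not listed in these tables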
Target sequence (Q00535 whole entry, looked up): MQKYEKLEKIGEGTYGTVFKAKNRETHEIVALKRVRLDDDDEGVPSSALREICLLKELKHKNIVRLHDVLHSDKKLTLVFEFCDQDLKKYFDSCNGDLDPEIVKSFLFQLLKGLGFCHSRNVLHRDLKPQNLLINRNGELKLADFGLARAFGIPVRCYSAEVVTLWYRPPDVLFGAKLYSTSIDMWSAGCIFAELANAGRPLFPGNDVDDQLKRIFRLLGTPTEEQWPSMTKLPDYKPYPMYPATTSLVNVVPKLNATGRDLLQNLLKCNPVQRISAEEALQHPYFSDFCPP
Target sequence (Q15078 whole entry, looked up): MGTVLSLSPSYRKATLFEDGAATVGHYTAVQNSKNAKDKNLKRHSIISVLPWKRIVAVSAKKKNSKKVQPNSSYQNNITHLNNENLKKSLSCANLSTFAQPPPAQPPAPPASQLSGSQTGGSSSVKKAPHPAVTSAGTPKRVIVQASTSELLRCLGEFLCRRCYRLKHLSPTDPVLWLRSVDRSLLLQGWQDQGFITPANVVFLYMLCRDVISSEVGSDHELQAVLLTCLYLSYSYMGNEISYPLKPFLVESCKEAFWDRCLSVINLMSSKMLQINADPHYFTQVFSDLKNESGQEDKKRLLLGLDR
Arrestin-AP2 inh – blocks beta-arrestin peptide binding to AP2 adaptin; 340,000 tested, 0.31% active; inhibition, % at 10 µM; AID 504490; FITC-arrestin peptide / GST-AP2 beads, flow cytometry; AP2 beta2 appendage carries R879A mutation;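 active = inhibition above a set limit, near 3 SD of compounds lacking own fluorescence, cut at about 54% in these data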;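 also: plate controls were DMSO wells for no effect and 5 µM unlabelled arrestin peptide for full effect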
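Material – AP2 appendage R879A on GSH beads · Buffer or medium – PBS with 0.05% Tween 20 and 0.1% BSA · Probe or stimulus – fluorescein-tagged arrestin peptide at 50 nM final · Incubation – compound with beads 12 min RT, then probe 1 h RT · Detection – high-throughput flow cytometry of beads, ex 488, em 535 nm · Evaluation – percent response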
DSG3 Ab inh – blocks pemphigus antibody binding to human desmoglein-3. P32926. DSG3-coupled beads, scFv-anti-DSG3-GFP binding, flow cytometry; active compounds read low. binding (percent of control), % at 10 µM. 310,000 tested, 0.48% active. AID 588358;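 active = binding more than 3 SD below its plate's average and above zero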;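 also: hits lower antibody fragment binding to DSG3; some compounds called inactive have numbers as strong as hits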
MITF act – increases MITF-driven TRPM1 promoter luciferase signal | activation, % at 12.5 µM | 300,000 tested, 0.75% active | SK-MEL-5 TRPM1-promoter luciferase, 24 h; % of positive control, neutral wells = 0 | AID 588334;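 active = mean activation of at least 80% with every replicate also reaching 80%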;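 also: 0% = neutral control wells and 100% = parthenolide positive control wells; values of inactives mirror those of a sister screen read the other way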
* = called active by the depositor; x = no result given.

SMILES	SR-BI uptake up	Mot1-301 SUMO	SR-BI DiI inh	NSD2 HMT inh	PKA-R1A activ	PKA-R2B act	dFosB activator	CDK5 p35 inh	Arrestin-AP2 inh	DSG3 Ab inh	MITF act
COCCn1c(C)cc(C(=O)Cn2nc(C(=O)O)c3ccccc3c2=O)c1C	13	1	-13	-1	-21	-6	-10	-2.6	-6	97	22
Cc1cc(C)c(CN2CCN(Cc3ccc(C)o3)C(CCO)C2)c(-n2cccn2)c1 (centres undefined)	1	-5	-1	2	-1	-7	4	0.0	52	x	-8
COCCNC(=O)C(=O)NCC1OCCCN1S(=O)(=O)c1cccs1 (centres undefined)	23	-4	-23	0	7	1	4	-0.2	0	99	-4
CC1c2cc3c(cc2CCN1S(=O)(=O)c1ccccc1)OCCCO3 (centres undefined)	-10	267	10	-10	-1	-2	-8	-0.2	3	106	13
CCc1nnc2c(N(C)C)nc3ccccc3n12	10	-1	-10	0	-8	4	-2	-1.4	4	98	5
COC(=O)c1sc(S(=O)(=O)Oc2ccccc2NC(C)=O)c(C(=O)OC)c1C	-12	x	12	0	-11	-9	-2	-0.9	3	103	-22
Cc1nn(-c2ccccc2)c(C)c1-c1cc(C(=O)N/N=C/c2ccc(O)cc2)[nH]n1	x	6	x	-2	-4	-16	5	-2.5	18	58*	-2
CC(C)(C)OC(=O)NCCCC[C@H](NC(=O)c1[nH]cnc1C(=O)N[C@@H](Cc1ccccc1)C(=O)OCc1ccccc1)C(=O)OC(C)(C)C	19	25	-19	x	-6	-3	6	-1.0	0	103	-2
CC1=C(C(=O)Nc2ccccn2)C(c2ccc(Br)cc2)NC(=S)N1 (centres undefined)	-16	-1	16	2	4	-13	-7	2.1	4	x	57
O=C(N[C@@H]1c2ccccc2CC[C@@H]1OCc1ccccc1)c1ccc(C(F)(F)F)cc1	2	x	-2	x	-13	9	4	2.2	-9	98	-8
CC(C)N(C(=O)N1CCN(c2ccnc3cc(Cl)ccc23)CC1)C(C)C	-30	x	30	1	2	-4	-9	0.9	-10	101	-4
O=C(NCCCN1CCCC1=O)c1ccc(S(=O)(=O)Nc2cccc(C(F)(F)F)c2)cc1	-10	-20	10	1	-7	-10	-9	1.6	5	100	7
Cc1cc(C)c2cccc(N)c2n1	-41	232	41	13	1	9	-8	1.8	14	100	5
Cc1ccc(NC(=O)C2CC(=O)n3c(nc4ccccc43)N2)cc1C (centres undefined)	29	-23	-29	2	19*	-6	31*	0.2	5	100	0
CCOC(=O)c1ccc(NC(=O)CSc2nc3c(c(=O)n2C)SC(C)C3)cc1 (centres undefined)	-22	2	22	x	-5	5	-7	0.0	-3	104	x
COc1cc(NC(=O)CCCNC(=O)c2ccc(Cl)cc2)cc(OC)c1	-7	21	7	1	-12	-5	-2	-1.3	-28	92	-6
CC(C)NC(=O)c1ccccc1-c1nc(-c2ccccc2Cl)no1	-14	4	14	9	-4	-4	-7	-8.8	-3	x	11
O=C1c2ccccc2C(=O)N1c1ccc(Cc2ccncc2)cc1	-7	-8	7	0	2	-4	2	-3.2	0	118	13
N#C[C@]1(S(=O)(=O)c2ccccc2)C[C@@H]2ON=C(c3cccc(Br)c3)[C@@H]2C1	-11	-1	11	x	2	-9	0	1.4	-1	105	-24
CCCCc1nc2ccccc2c(NC(=O)CN2CCN(C)CC2)c1CCC	33	0	-33	6	-5	7	-5	-0.6	4	99	1
O=C(NNC(=O)c1cccnc1)c1ccncc1	x	26	x	-6	-4	-4	-1	-1.5	-7	125	-8
COC(=O)/C(=C\Nc1ccccc1)NC(=O)c1ccc(Cl)cc1Cl	-26	-4	26	0	-17	-10	4	-0.7	8	116	23
COc1ccc(OC)c(N/C(N)=N/c2nc(C)cc(C)n2)c1	4	-19	-4	5	-8	2	-4	-0.6	-3	92	-9
O=S(=O)(Nc1cc(F)ccc1F)c1cccc2nsnc12	41	-19	-41	-1	7	7	9	1.3	-13	122	x

Arranged by molar mass (largest number first): some entries from above.
SMILES	SR-BI uptake up	Mot1-301 SUMO	SR-BI DiI inh	NSD2 HMT inh	PKA-R1A activ	PKA-R2B act	dFosB activator	CDK5 p35 inh	Arrestin-AP2 inh	DSG3 Ab inh	MITF act
CCOC(=O)c1ccc(NC(=O)CSc2nc3c(c(=O)n2C)SC(C)C3)cc1 (centres undefined)	-22	2	22	x	-5	5	-7	0.0	-3	104	x
COc1cc(NC(=O)CCCNC(=O)c2ccc(Cl)cc2)cc(OC)c1	-7	21	7	1	-12	-5	-2	-1.3	-28	92	-6
COc1ccc(OC)c(N/C(N)=N/c2nc(C)cc(C)n2)c1	4	-19	-4	5	-8	2	-4	-0.6	-3	92	-9

The results go on:
SMILES	SR-BI uptake up	Mot1-301 SUMO	SR-BI DiI inh	NSD2 HMT inh	PKA-R1A activ	PKA-R2B act	dFosB activator	CDK5 p35 inh	Arrestin-AP2 inh	DSG3 Ab inh	MITF act
O=C(Nc1ccc(F)cc1)NC1CCCCCCC1	-1	0	1	0	5	8	-9	1.7	8	106	105*
Cc1ccccc1N1CN(Cc2ccco2)CNC1=S	9	6	-9	0	-14	-4	2	-0.3	11	98	3
O=C(CNS(=O)(=O)c1ccc(Br)s1)NCC1COc2ccccc2O1 (centres undefined)	4	12	-4	x	-15	-1	-4	-1.5	4	98	1
Cc1cc(=O)oc2c3c(cc(OCC(=O)NC4CC4)c12)OC(C)(C)CC3	-54	-14	54	x	-1	-13	-3	1.6	-8	100	6
COCCNS(=O)(=O)c1ccc(Cl)c(C(=O)NC2CCN(Cc3ccccc3)CC2)c1	8	135	-8	-3	-4	-4	-8	0.0	-2	113	2
O=C(CSc1nnc(-c2ccccc2)o1)NC1CC1	15	-15	-15	-1	-10	-8	2	-1.5	25	106	15
N#CCCn1nc(-c2ccccc2)cc1-n1c(C(F)(F)F)nc2ccccc21	-19	-22	19	1	6	-5	-13	-1.5	8	93	8
COc1ccc(NC(=O)c2ccc(S(=O)(=O)N3CCCCC3)cc2)c(OC)c1	-30	-2	30	-1	-4	2	-9	1.2	9	101	-8
FC(F)(F)c1nc2nncn2c2c1CCCCC2	-3	73	3	0	2	-12	5	-0.5	16	96	x
COc1cccc(C2=NOC(C(=O)NC(C)C)C2)c1 (centres undefined)	5	-19	-5	2	4	-4	-1	-1.6	-1	101	10
CC(Sc1n[nH]c(N)n1)C(=O)Nc1ccccc1-c1ccccc1 (centres undefined)	-8	10	8	-11	-7	-2	-2	-0.7	-12	105	-4
C[C@@]12C(=O)N(c3cccc(F)c3)C(=O)N1[C@H](c1ccc(Cl)cc1)[C@@H]1C(=O)N(C3CCCCC3)C(=O)[C@@H]12	13	18	-13	x	10	6	-3	-0.1	32	108	9
CC(=O)N(CN1C(=O)c2ccccc2C1=O)c1ccccc1	6	-3	-6	3	-20	8	2	0.2	29	x	10
CCOCC(=O)Nc1ccc(S(=O)(=O)NCC2CCCO2)cc1 (centres undefined)	21	-23	-21	-2	-4	-10	0	-1.2	-3	110	x
O=C(O)c1cscn1	18	-9	-18	2	5	7	0	0.4	10	100	x
Cc1ccc(S(=O)(=O)/N=c2\scc(C)n2C)cc1	11	11	-11	x	-1	-5	-18	1.4	2	98	-3
OC1(c2ccccc2Cl)NN=C2CCCCCN21 (centres undefined)	8	4	-8	1	-6	-13	-2	-1.1	-6	108	5
COc1ccc(OC)c2sc(N3CCCCC3)nc12	-16	0	16	2	-4	-3	-4	-0.2	21	x	x
CCOc1ccc(CN2CCNC(=O)C2CC(=O)NCCC2=CCCCC2)cc1 (centres undefined)	-18	-14	18	1	x	x	-11	0.2	8	101	0
O=c1oc(-c2ccccc2)cc(Cl)c1Cl	36	17	-36	x	-13	-6	4	0.3	-3	103	-45
CN(Cc1ccc(F)cc1)C(=O)c1cccc(S(=O)(=O)NCc2ccccc2)c1	14	8	-14	1	18	0	-12	-1.6	49	106	-1
CN(Cc1cccc(F)c1)C(=O)CN1C(=O)NC2(CCc3ccccc32)C1=O (centres undefined)	8	1	-8	-5	14	3	-1	-1.3	25	97	-5
Cc1cc(N(C)NC(=S)Nc2ccccc2)nc(C)n1	12	-8	-12	-3	-1	-2	7	0.0	2	108	0
COc1cc(/C=N\NC(=O)C2C(=O)NCC2c2ccccc2)cc(OC)c1O (centres undefined)	-6	8	6	1	8	-6	0	-0.3	-12	96	-14
CCC(=O)Nc1nc2ccccc2n1CCN(C)C	9	126	-9	-5	11	5	0	-0.2	-19	91	-16
Nc1ccc2nc(-c3ccccc3)c(-c3ccccc3)nc2c1	7	-11	-7	-27	0	-8	-11	1.0	5	128	-19
CC(C)CN(C(=O)CSc1nn(-c2ccc(Cl)cc2)c(=S)s1)C1CCS(=O)(=O)C1 (centres undefined)	-38	0	38	2	-1	13	-4	0.0	33	101	-3
CCOC(=O)C1=C(N)OC(CCl)=C(C#N)C1c1ccsc1 (centres undefined)	20	-19	-20	13	-15	-4	-14	-1.0	0	109	-3
Cc1ccc(C(=O)Nc2ccccc2C(=O)O)cc1S(=O)(=O)Nc1ccccc1	2	17	-2	-3	-8	-5	-13	2.0	9	115	x
Cn1c(=O)c2c(ncn2CC(=O)N2CCN(S(=O)(=O)c3ccccc3)CC2)n(C)c1=O	18	8	-18	1	9	-9	-6	2.8	57*	95	-9
Cc1ccc(-n2c(SCC(=O)Nc3cc(S(=O)(=O)N4CCOCC4)ccc3Cl)nc3ccccc3c2=O)cc1	-25	-3	25	-5	-13	-8	-5	1.4	8	x	1
c1ccc(-c2nc(-n3ccnc3)nc(-n3ccnc3)n2)cc1	-10	-20	10	0	-1	-6	-107	-1.7	-11	x	x
CSc1ccc(CN(C)C(C)C(=O)Nc2ccc(F)c(F)c2F)cc1 (centres undefined)	-15	-10	15	-2	-1	1	2	-1.4	32	103	-2
CC(C)(C)C1=C(C#N)C(c2ccncc2)C(C#N)=C(N)O1 (centres undefined)	29	-17	-29	0	3	-8	1	2.2	6	107	-10
COc1cccc(-c2nn(C)c3sc(C(=O)N4CCN(c5ccccn5)CC4)cc23)c1	9	5	-9	x	-10	-24	-10	0.1	3	103	-35
Cc1ccsc1CNn1cnnc1SCc1ccc(Cl)cc1	-17	5	17	1	11	5	-13	0.3	19	102	1
CC1(C)Cc2c(ccc3ccccc23)/C(=C/C#N)N1	-24	22	24	4	-2	-11	-13	6.0	0	108	2
CCOc1ccc(Nc2nc(Cc3nnc(SCC(=O)NCC4CCCO4)n3C)cs2)cc1 (centres undefined)	-7	13	7	3	4	-2	-7	-1.9	-2	126	-12
